# High-throughput results from PubChem.
# KDM5B inhibitor: blocks human KDM5B histone demethylase activity. Q9UGL1. KDM5B demethylase, FDH-coupled NADH fluorescence (FDH is formaldehyde dehydrogenase). Potency, µM (series often up to 57.7 µM), inactives show top-dose activity change, negative = inhibition, usual class: inhibitors. 220,000 compounds, 2.6% hits; active = well fitted inhibition curve with a large enough effect; inconclusive = small, poorly fitted or top-dose-only effect; inactive = no such curve, though single readings can be large or run the other way; also: 0% is about no effect; nearly all actives have a fitted effect of over 70% in size
# Target sequence (Q9UGL1 whole entry, looked up): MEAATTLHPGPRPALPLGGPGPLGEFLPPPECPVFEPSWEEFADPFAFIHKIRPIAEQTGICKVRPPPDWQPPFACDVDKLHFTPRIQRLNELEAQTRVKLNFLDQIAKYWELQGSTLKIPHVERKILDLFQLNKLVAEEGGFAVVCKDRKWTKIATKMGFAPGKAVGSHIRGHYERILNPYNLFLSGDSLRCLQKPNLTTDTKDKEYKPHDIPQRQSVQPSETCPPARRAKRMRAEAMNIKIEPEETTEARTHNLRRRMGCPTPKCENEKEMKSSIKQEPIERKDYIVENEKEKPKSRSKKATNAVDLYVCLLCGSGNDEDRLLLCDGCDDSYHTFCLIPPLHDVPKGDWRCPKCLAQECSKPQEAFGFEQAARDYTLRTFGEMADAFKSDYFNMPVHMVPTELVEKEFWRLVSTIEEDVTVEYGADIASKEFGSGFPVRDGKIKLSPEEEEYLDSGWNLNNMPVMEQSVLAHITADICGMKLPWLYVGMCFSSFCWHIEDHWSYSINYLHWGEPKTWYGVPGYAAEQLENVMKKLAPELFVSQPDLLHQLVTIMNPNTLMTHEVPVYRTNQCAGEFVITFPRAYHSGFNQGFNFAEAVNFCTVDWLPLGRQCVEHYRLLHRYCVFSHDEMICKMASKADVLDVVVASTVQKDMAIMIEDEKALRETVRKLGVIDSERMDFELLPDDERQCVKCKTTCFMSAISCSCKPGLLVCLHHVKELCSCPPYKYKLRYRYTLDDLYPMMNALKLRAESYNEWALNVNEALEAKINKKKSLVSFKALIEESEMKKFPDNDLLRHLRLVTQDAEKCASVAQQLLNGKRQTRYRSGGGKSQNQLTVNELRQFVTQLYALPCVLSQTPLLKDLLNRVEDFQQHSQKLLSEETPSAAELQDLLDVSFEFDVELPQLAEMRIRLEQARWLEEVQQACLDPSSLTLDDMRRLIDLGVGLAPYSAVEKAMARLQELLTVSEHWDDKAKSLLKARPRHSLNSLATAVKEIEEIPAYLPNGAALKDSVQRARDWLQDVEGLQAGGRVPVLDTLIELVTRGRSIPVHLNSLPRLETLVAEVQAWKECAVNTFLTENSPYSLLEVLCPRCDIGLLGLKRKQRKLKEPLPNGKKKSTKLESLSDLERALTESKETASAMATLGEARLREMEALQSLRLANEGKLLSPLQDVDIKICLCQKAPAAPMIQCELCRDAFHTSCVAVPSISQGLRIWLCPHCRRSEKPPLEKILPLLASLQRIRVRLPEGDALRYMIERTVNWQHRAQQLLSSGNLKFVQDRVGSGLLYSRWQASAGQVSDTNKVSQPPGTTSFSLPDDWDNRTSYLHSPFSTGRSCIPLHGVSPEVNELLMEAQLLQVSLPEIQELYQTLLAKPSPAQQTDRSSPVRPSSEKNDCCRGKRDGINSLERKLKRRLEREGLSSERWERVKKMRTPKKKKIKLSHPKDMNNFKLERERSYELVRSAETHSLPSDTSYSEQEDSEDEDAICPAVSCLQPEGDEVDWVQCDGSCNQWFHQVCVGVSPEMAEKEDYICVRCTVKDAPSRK
#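 Measured: NADH fluorescence change, 30 min, RT. System: KDM5BΔAP 200 nM final, H3K4me3 peptide, α-KG, Fe(II), ascorbate, NAD⁺ plus FDH, pH 7.5 HEPES. Compounds: titrated, 10 min pre-incubation with enzyme.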
# * hit, by the source's call; i = inactive; ? = inconclusive; [ ] = remark or other dose. Potency is read from the fitted curve at half-maximal effect.
SMILES,KDM5B inhibitor
COc1ccc2c(c1)OCC(C(=O)NCc1csc(N3CCCC3)n1)C2 (stereo not given),14.1µM*
CCOc1ccccc1CN1CCC2(CCN(C(=O)c3ccccc3)CC2)Oc2ccccc21,?
Cc1cc(C)c(NC(=O)CNC(=O)c2ccc3ncsc3c2)c(C)c1,-3.5%
COc1cccc(NC(=O)CN(Cc2ccccc2)S(=O)(=O)c2ccc3nc(C)sc3c2)c1,-16.1%
CN(C)C(CNc1oc(-c2cccc3ccccc23)nc1C#N)c1cccs1 (stereo not given),i
COC1CCN(C(=O)c2cnc3c(c2)N([S+](=O)([O-])c2cccnc2)CCC3)CC1,24.0%[86.2 µM]
Cc1nn(C)c(C)c1CNC(=O)Nc1ccccc1,-16.0%
O=c1cc(C(F)(F)F)c2ccc(OS(=O)(=O)c3cccc(C(F)(F)F)c3)cc2o1,15.9%
CC(C)CCN1CCC(N2CCN(S(=O)(=O)c3cc(F)cc(F)c3)CC2)C1=O (stereo not given),14.3%
COc1ccc(-c2nn(-c3ccccc3C)cc2CN(C)Cc2cn(C)nc2C)cc1F,2.9%
COc1ccc(-c2oc3ncn4nc(COc5c(C)cccc5C)nc4c3c2-c2ccc(OC)cc2)cc1,?
CN(C)CC(=O)Nc1ccc(OC2CCN(C(=O)c3ccc(F)cc3)CC2)nc1,14.9%
c1ccc(Nc2ncnc3c2oc2ccccc23)cc1,?
Cc1ccc(-c2cc(N3CCCN(C(=O)c4ccsc4)CC3)n[nH]2)cc1C,3.4%
CCOC(=O)c1cc2c(=O)n3ccccc3nc2n(CC2CCCO2)c1=NC(=O)c1ccccc1Br (stereo not given),?
Cc1ccc(-n2ncc(C(=O)N3CCN(c4cccc(C)c4C)CC3)c2C2CCNCC2)c(C)c1,?
CCOC(=O)CSc1nc2sc3c(c2c(=O)n1-c1ccccc1)CCC(C(C)(C)C)C3 (stereo not given),-6.1%
CN(Cc1ccccc1)C(=O)Cc1ccc(N(Cc2cccc(F)c2)C(=O)c2ccco2)cc1,9.7%
CC(C)c1ccc(C(=O)OC2CCOC2=O)cc1 (stereo not given),17.3%
COc1ccc(CNC(=O)N2CCCCC2c2n[nH]c(C)n2)cc1 (stereo not given),2.4%
O=C(CCCO)NNc1c2ccccc2nc2ccccc12,-4.0%
CC(C)Cn1c(-c2ccc(O)cc2)nc2c1c(=O)[nH]c(=O)n2Cc1ccccc1,11.8%
CC(C)OC(=O)C1Cc2ccccc2CN1S(=O)(=O)c1cccs1 (stereo not given),-8.8%
Cc1ccc2nc(C3CCN(Cc4cccs4)CC3)[nH]c(=O)c2c1,-23.9%[86.2 µM]

# Two entries from above in another layout.
Molecule	KDM5B inhibitor
CC(C)OC(=O)C1Cc2ccccc2CN1S(=O)(=O)c1cccs1 (stereo not given)	-8.8%
CCOC(=O)CSc1nc2sc3c(c2c(=O)n1-c1ccccc1)CCC(C(C)(C)C)C3 (stereo not given)	-6.1%

# Remaining list, next part
SMILES,KDM5B inhibitor
O=C(NCC(c1ccc(Cl)cc1)N1CCCCC1)c1ccccc1 (stereo not given),-10.0%
O=C(NCc1ccc(F)cc1)N1CCN(C(=O)c2ccccc2)CC1,9.7%
COc1ccccc1C(=O)COC(=O)/C=C/c1ccccc1,-4.2%
CCN1CCN(Cc2cc(=O)oc3cc(-c4ccccc4)c(O)cc23)CC1,-17.3%
O=C(c1ccc2c(c1)N(Cc1ccccc1)C(=O)c1ccccc1S2(=O)=O)N1CCN(c2ccccc2)CC1,-29.9%
COC(=O)C(C#N)c1nc2ccccc2nc1Cl (stereo not given),?
Cc1ccc(C)c(C(=O)N2CC=C(c3c[nH]c4ccccc34)CC2)c1,?
C[C@@H](C(=O)N1CCN(c2ccccc2)CC1)n1cnc2ccccc2c1=O,12.3%
CC(=O)Nc1ccc(CN2CCC3(CC2)CC(=O)c2ccc(Cl)cc2O3)cc1,-14.6%
O=C(NC1CC1)[C@@H]1CN(Cc2ccncc2F)C[C@H]1CO,-31.9%
COCCNC(=O)C(C)OC(=O)c1cc2ccccc2[nH]1 (stereo not given),-11.4%
COc1ccccc1-c1nnc(NC(=O)c2ccc(S(=O)(=O)N3CCCC3)cc2)o1,?
O=C(N/N=C/c1cc(Br)cs1)c1cccc(Cl)c1,-4.2%
Cc1nncn1C1CCN(S(=O)(=O)c2ccc(C(F)(F)F)cc2)CC1,-7.3%
O=C(c1cccc2ncccc12)N1CCN(CCc2ccccc2)CC1,-9.5%
O=C(NCc1ccccc1F)c1cc2ccccn2n1,?
O=C(NCc1ccccc1Cl)C1CCCN(c2cnc3ccccc3n2)C1 (stereo not given),7.9%
CC(C)c1ccc(C2C(C#N)=C(N)Oc3c2oc(CO)cc3=O)cc1 (stereo not given),-4.0%
Cn1ccc(NC(=O)c2ccc3c(c2)C2(CCN(CC4CC4)C2)CN3Cc2ccccc2)n1 (stereo not given),?
O=C(O)CN1C(=O)S/C(=C\c2ccc3c(c2)OCO3)C1=O,-5.4%
COc1ccc(C(N)CC(=O)N2CCC3(CC2)CN(C)C(=O)O3)cc1OC (stereo not given),-9.5%
COc1ccc(Cn2cc(C(=O)c3ccc(Cl)cc3)c(=O)c3cc4c(cc32)OCO4)cc1,-23.5%
COc1ccc(C(CC(=O)NCc2ccccc2Cl)N2Cc3ccccc3C2=O)cc1OC (stereo not given),7.5%
COCC1CN(C(C)=O)CC12CCN(S(=O)(=O)c1cccc(C#N)c1)CC2 (stereo not given),-7.8%
CCc1nc2c(=O)n(CC(=O)NCc3ccc(F)cc3Cl)nc(C)c2s1,4.4%
CC(C)NC(=O)N[C@H]1C[C@@H](c2nc(-c3ccc4c(c3)OCO4)no2)N(C)C1,?
CCCCN(C(=S)Nc1cc(F)cc(F)c1)C1CCN(C(C)=O)CC1,18.3%
CCC(=O)Nc1cccc(C2OC(=O)N(Cc3ccc(C)cc3)C2C(=O)NCC2CC2)c1 (stereo not given),6.5%
CC(C)C(=O)Nc1ccc(C(N)=O)c(Cl)c1,18.6%
COCCNC(=O)CN1C(=O)COc2ccc(S(=O)(=O)N3CCCCCC3)cc21,0.6%
COc1ccc(CC(=O)OCCCC(=O)c2ccc(F)cc2)cc1,-4.9%
COc1ccc(-c2csc(Nc3ccccc3OC)n2)cc1,-5.5%
COc1ccccc1CNC(=O)Cc1c(C)c2cc3c(C)coc3c(C)c2oc1=O,-11.0%
O=C(c1ccco1)N1CCC(O)(c2ccccc2)[C@H](N2CCCC2)C1 (stereo not given in full),?
CCc1ccc2oc(=O)cc(-c3cc4cccc(OC)c4o3)c2c1,21.0%
Cc1cc(-n2c(C)cc(C(=O)COc3cc(F)ccc3[N+](=O)[O-])c2C)no1,-14.3%
COc1cccc(CNCCSc2nnnn2C)c1OCc1ccccc1,-12.3%
C(#Cc1ccccc1)CNC12CC3CC(CC(C3)C1)C2,9.8%
COc1cc(C(=O)Nc2cccc(SC)c2)cc(Br)c1O,0.9%
COc1cccc(CN(C)C(=O)Cc2c[nH]c3ccccc23)c1OC,22.8%
CC(=O)N1CCC(Cc2ccc(C(=O)N(C)Cc3cccnc3)cc2)CC1,5.1%
Cc1ccc(S(=O)(=O)NC[C@H]2COCc3nc4cccnc4n32)cc1,-14.6%[86.2 µM]
Cc1cccc(OCC(=O)N(Cc2sccc2C)C2CCS(=O)(=O)C2)c1 (stereo not given),0.2%
Cc1ccc2nc(C)c(C(=O)NC(C)c3ccccc3)cc2c1 (stereo not given),-24.9%
O=C1CC2(CCN(Cc3ccsc3)CC2)Oc2ccccc2N1,-4.2%[86.2 µM]
CCc1ccc(CSc2nc(-c3ccccc3F)nc3c2Cc2c(CO)cnc(C)c2O3)cc1,0.0%
CN(C)CCCC(=O)N1Cc2ccccc2CC2(CCCN(CC3CCNCC3)C2)C1 (stereo not given),-4.3%[115 µM]
Cc1ccc(CNC(=O)CCc2c[nH]c3ccccc23)s1,11.3%
N#Cc1ccc([S+](=O)([O-])N2CCC3(CC2)OCCN(CC2CCOCC2)C3=O)cc1,31.6µM*
COc1ccc(C)cc1NC(=O)c1nc2ccccc2nc1N1CCCCC1,3.4%
Cc1ccc(C(NC(c2ccccc2)c2ccccc2)C(=O)O)cc1 (stereo not given),23.9%
COc1cccc(C(=O)N2CCC(c3nc4ccccc4s3)CC2)c1,-17.8%[11.5 µM]
Clc1cccc(-c2ccc(CNc3ncn[nH]3)o2)c1,35.3%[activator]
Cc1ccc(CN2CCC(n3cc[nH]c3=O)CC2)cc1,11.4%[86.2 µM]
CCSc1ncc(Cl)c(C(=O)N(Cc2ccc(C(C)(C)C)cc2)C2CCS(=O)(=O)C2)n1 (stereo not given),-20.4%
CCCCN(CC)CCNC(=O)CN1C(=O)COc2ccc(S(=O)(=O)N3CCOCC3)cc21,-28.2%
COc1cccc(NC(=O)CN2CCCN(S(=O)(=O)c3ccc(Br)cc3)CC2)c1,?
COCCN1C(=O)[C@H]2CN(Cc3ccsc3)C[C@H]2C1=O,-7.0%
Cc1ccc(CN2Cc3[nH]cnc3C[C@H]2C(=O)NCc2ccc(C(F)(F)F)cc2)cc1,-12.8%[86.2 µM]
COc1ccc(OC)c(Cc2nnc(CCC(=O)N3CCN(C4CCCC4)CC3)o2)c1,-1.5%

# (list continues)
SMILES,KDM5B inhibitor
CCOC(=O)C1(Cc2ccc(OC)cc2)CCN(C(=O)CCc2ccccc2OC)CC1,-1.9%
CCN(CC)C(=O)CCc1c(C)nn(-c2ccc(F)cc2)c1Oc1ccccc1OC,7.9%
Cc1cccc(/C=N/NC(=O)c2ccc(C(C)(C)C)cc2)c1,20.7%
CCC1C(C#N)=C(SCC(N)=O)NC2=C1C(=O)CC(C)(C)C2 (stereo not given),-7.2%
Cc1cccc(-c2nnc(SCC(=O)Nc3nncs3)n2C)c1,16.2%
Cc1cccc(CC(=O)N2C[C@@H](CO)[C@H](c3ccccn3)C2)c1,19.3%
CC1CCCN(C(=O)c2cc3ccc(C(C)C)cc3[nH]2)C1 (stereo not given),-4.2%
CC(=O)Nc1ccc(-c2csc(NC3CC3)n2)cc1,-19.9%
O=C1NCCCCCN(C(=O)CCC2CCCC2)[C@H]2CCC[C@@H]12,8.2%
N#Cc1c(C(F)(F)F)cc(-c2cccs2)nc1SCC(=O)Nc1ccc(F)cc1,-83.0%
N#Cc1ccc(CN(Cc2ccccc2)Cc2ccco2)cc1,19.7%
COc1ccc(CNC(=O)C(=O)NCC(c2cccnc2)N2CCN(c3ccccc3)CC2)cc1 (stereo not given),15.9%
CCN(CC(=O)Nc1ccc(OC)cc1)C(=O)CSCC(=O)Nc1ccc(C)cc1,19.3%
O=C(COc1ccc(Cl)cc1Cl)NCCc1csc(-c2ccncc2)n1,-12.6%
CC(=O)N1CC(CO)C2(CCN(C(=O)c3cccc(C#N)c3)CC2)C1 (stereo not given),5.8%
O=C(CCn1nc(-c2ccc(Cl)cc2)c2ccccc2c1=O)NC1CCCCC1,-2.4%
CC(C)C[C@@H]1N[C@H](C(=O)N2CCC(O)(c3ccccc3)CC2)Cc2cn(C)c3cccc1c23,-23.0%
COCCn1c(N(C)C)nc2c1c(=O)[nH]c(=O)n2C,-4.9%
O=C1[C@H]2CC[C@H](CN(Cc3ccc(-n4ccnc4)cc3)C2)N1CC1CCC1,20µM*
CCN1CCN(C(=O)C23CCCC=C2N(C2CCCC2)C(=O)CC3)CC1 (stereo not given),-23.0%
Cn1c(=NC(=O)c2ccc3c(c2)OCCO3)sc2cc(S(C)(=O)=O)ccc21,?
COc1ccccc1N1CCCc2ncc(C(=O)Nc3cccc(C(F)(F)F)c3)cc21,31.6µM*
CCc1ccc(NC(=O)CSc2ccnc(=O)[nH]2)cc1,-5.0%
CCc1cnc(-c2ccccc2)[nH]1,-5.4%[287 µM]
Cc1nn(-c2ccc(C(=O)OCC(=O)NC(=O)NC3CCCCC3)cc2)c(C)c1Cl,19.8%
COc1ccc(C(=O)CSc2nnc3c(=O)n(-c4cc(C)cc(C)c4)ccn23)cc1OC,-0.1%
CCN(CC)CCCNC(=O)CCC(=O)Nc1ccc2nc(N3CCCCC3)cc(C)c2c1,?
CCOc1ccc(-c2csc(/C(C#N)=C/c3ccc(Br)cc3)n2)cc1,-10.5%
CN=C1S/C(=C/c2cn(CC(=O)OC)c3ccccc23)C(=O)N1C,-23.5%
CCC(=O)Nc1cccc(-c2nc3cc(Cl)cc(Cl)c3o2)c1,14.0%
CONC(=O)COc1ccc(C(C)C)c(C)c1,13.2%
COc1cccc(N2C(=O)NC(=NC3CCCC3)C23CCCN(Cc2ccc(F)cc2)C3)c1 (stereo not given),12.5%[115 µM]
COc1ccc(OC)c(NC(=O)N2CCC(OC3CCN(S(C)(=O)=O)CC3)CC2)c1,22.7%
CCC(C)NC(=O)c1sc2nc(C)c(C(=O)Nc3ccc(C)cc3C)c(-c3ccc(Br)cc3)c2c1N (stereo not given),-12.9%
COc1cccc(C(=O)N2C(C(=O)NCc3ccccc3)COC23CCN(C(=O)CC(C)C)CC3)c1 (stereo not given),?
Cc1ccc(CNCc2c(C(=O)O)n(Cc3ccc(C)cc3)c3cc(C)ccc23)cc1,?
COc1ccc2cc(S(=O)(=O)N3CCN(C)CC3)ccc2c1,-29.0%
COc1cccc(CN2CCNC(=O)C2CC(=O)NCCCn2ccnc2)c1 (stereo not given),4.7%

# Structural class: the compounds so far with bromine.
SMILES,KDM5B inhibitor
CCOC(=O)c1cc2c(=O)n3ccccc3nc2n(CC2CCCO2)c1=NC(=O)c1ccccc1Br (stereo not given),?
O=C(N/N=C/c1cc(Br)cs1)c1cccc(Cl)c1,-4.2%
COc1cc(C(=O)Nc2cccc(SC)c2)cc(Br)c1O,0.9%
COc1cccc(NC(=O)CN2CCCN(S(=O)(=O)c3ccc(Br)cc3)CC2)c1,?
CCOc1ccc(-c2csc(/C(C#N)=C/c3ccc(Br)cc3)n2)cc1,-10.5%
CCC(C)NC(=O)c1sc2nc(C)c(C(=O)Nc3ccc(C)cc3C)c(-c3ccc(Br)cc3)c2c1N (stereo not given),-12.9%

# This is a subset (hit frequency here may not be typical).
